HSF1 inhib: HSF1 inhibition. NIH3T3-HGL HSE-luciferase, MG132-induced, luminescence 8 h; active compounds read low. activity change, negative = inhibition, % at 7.5 µM (by protocol). 300,000 compounds, 0.77% hits. AID 2098;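 active means more than half of replicate wells show activity change below -50%, luminescence cut by over half; inconclusive means some wells, but at most half, below -50%; inactive means no replicate well below -50%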;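 further: luciferase reports HSF-1 transcriptional activity via heat shock element; 0% = median of DMSO wells and -100% = zero luminescence signal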
HSP90 refold inh: blocks HSP90-mediated luciferase refolding in reticulocyte lysate. Rabbit reticulocyte lysate, luciferase refolding luminescence, 3 h. inhibition, % at 5.6 µM. 290,000 compounds, 0.91% hits. AID 1789;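 active means inhibition above the screen-wide mean plus 3 SD, computed separately per campaign, cut at about 16% in these data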;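 further: 0% = DMSO wells and 100% = 60 µM geldanamycin wells; inhibitors lower the luminescence because luciferase stays unfolded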
GSK3A inh: blocks human GSK-3 alpha kinase; P49840; ADP-Glo luminescence, 60 min; inhibition, % at 10 µM; 320,000 compounds, 0.1% hits;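 in the data active means inhibition above about 50%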;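 further: GST-tagged GSK-3 alpha with peptide substrate and 25 µM ATP; 0% = DMSO neutral wells and 100% = GW8510 positive control wells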
Target sequence (P49840 whole entry, looked up): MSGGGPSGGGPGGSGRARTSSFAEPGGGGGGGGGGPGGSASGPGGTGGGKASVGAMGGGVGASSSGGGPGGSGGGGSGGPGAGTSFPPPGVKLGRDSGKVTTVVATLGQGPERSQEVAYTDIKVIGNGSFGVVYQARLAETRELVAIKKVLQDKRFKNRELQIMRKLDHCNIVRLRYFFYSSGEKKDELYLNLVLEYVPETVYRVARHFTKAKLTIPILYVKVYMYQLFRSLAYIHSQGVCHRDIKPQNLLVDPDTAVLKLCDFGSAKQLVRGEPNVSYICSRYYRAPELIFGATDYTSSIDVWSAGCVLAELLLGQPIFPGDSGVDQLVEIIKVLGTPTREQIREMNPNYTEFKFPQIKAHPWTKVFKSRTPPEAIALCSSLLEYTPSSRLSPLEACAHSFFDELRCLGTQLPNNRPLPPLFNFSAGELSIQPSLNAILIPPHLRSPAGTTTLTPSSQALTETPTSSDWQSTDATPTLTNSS
AI-2 QS mod: modulates the Vibrio harveyi AI-2 quorum sensing system; Vibrio harveyi JMH597 AI-2 luminescence/OD600 ratio, 9 h; active compounds read low; strain lacks LuxN and CqsS sensors; 0 = neutral-control median; activity change, % at 7.5 µM; 300,000 compounds, 0.4% hits; AID 2094; in the data active means activity change below about -75%, passing the limit was not always enough; inconclusive means no clear call, values can overlap the other calls;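 further: luminescence divided by OD600 gain over 9 h not by final OD600 alone; inactives centre near 13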
IEC-6 cytotox: counter-screen for KLF5 inhibitors: cytotoxicity in IEC-6 cells | IEC-6 cytotoxicity, luminescence viability | inhibition, % at 5 µM | 290,000 compounds, 0.78% hits | AID 1825; in the data active means inhibition above about 22%;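 further: 0% = plate median of test compound wells and 100% = cytotoxic reference compound wells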
GSK3B inh: inhibitors of human GSK3beta kinase; P49841; GST-GSK3beta kinase, ADP-Glo luminescence, 60 min; active compounds read low; activity score (negative = inhibition), % at 10 µM; 300,000 compounds, 0.038% hits; AID 2097;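 active means more than half of replicate wells score below -50%, meaning over 50% inhibition versus plate controls; inconclusive means some replicates but at most half score below -50%; inactive means no replicate scores below -50%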;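 further: 0% = median DMSO wells and -100% = median GW8510 positive control wells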
Target sequence (P49841 whole entry, looked up): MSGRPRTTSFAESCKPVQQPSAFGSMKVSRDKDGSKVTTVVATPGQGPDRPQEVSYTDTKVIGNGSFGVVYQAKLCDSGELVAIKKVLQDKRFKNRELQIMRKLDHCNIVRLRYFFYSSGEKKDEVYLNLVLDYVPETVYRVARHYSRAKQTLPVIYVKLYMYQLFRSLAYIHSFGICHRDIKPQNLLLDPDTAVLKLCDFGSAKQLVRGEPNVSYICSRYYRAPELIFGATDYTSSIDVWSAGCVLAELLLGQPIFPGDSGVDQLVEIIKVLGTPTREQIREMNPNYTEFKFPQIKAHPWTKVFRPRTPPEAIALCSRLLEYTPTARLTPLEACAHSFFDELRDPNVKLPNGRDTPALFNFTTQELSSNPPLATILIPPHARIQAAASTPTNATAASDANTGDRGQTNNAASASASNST
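Test system: GST-fused GSK3beta enzyme, cell-free | Quantity: 1.6 ng GST-GSK3beta enzyme per well | Reagent: 25 µM ATP with peptide substrate | Schedule: 60 min enzyme reaction, room temperature | Signal: Luminescent ADP-Glo measurement of ADP formed | Read-out basis: Score relative to plate controls | Control set: DMSO and 20 µM GW8510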
aSyn UTR inh: 5' untranslated region of α-synuclein, MLPCN primary screen. inhibition, % (tested at 7.5 µM). alpha-synuclein 5'UTR reporter, inhibitor activity. 300,000 compounds, 0.82% hits. AID 1813; in the data active means inhibition above about 60%; inconclusive means no clear call, values can overlap the other calls;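 further: H4 neuroglioblastoma cells stably carrying SNCA 5'UTR luciferase fusion; 0% = DMSO wells and 100% = positive control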
PolyA inhibitor: inhibitors of polyadenylation in S. cerevisiae | S. cerevisiae SKY197-pL101 polyadenylation reporter, beta-gal luminescence; efflux-impaired pdr1/pdr3 knockout yeast; score 100 = 6 SD above DMSO | calls only at 12 µM | 300,000 compounds, 0.02% hits | AID 1875;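 active means lowest replicate activity score at least 50, where 100 means six control SD above control mean; inconclusive means lowest score under 50 but half or more replicates reach 50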;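 further: yeast exposed to compound for 9 h at 30 °C; higher score means more reporter readthrough which indicates perturbed polyadenylation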
KLF5 inh: kruppel-like factor 5 inhibition | 290,000 compounds, 0.23% hits | inhibition, % at 5 µM | DLD-1 KLF5 promoter-luciferase reporter, luminescence;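 active means inhibition above a per-plate limit of that plate's mean compound inhibition plus 3 SD, cut at about 60% in these data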;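 further: 0% = DMSO wells and 100% = LY294002 at 200 µM; higher means less KLF5 promoter-driven luciferase light; inactives centre near -14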
HSF-1 act: increases HSF-1 driven luciferase reporter signal. NIH3T3-HGL HSF-1 luciferase reporter, MG132, 8 h; 100% = twice DMSO control signal. activation, % at 9 µM. 300,000 compounds, 1.7% hits. AID 504408;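 active means mean replicate activation of at least 50% with a set share of replicates each reaching 50%; inconclusive means only one of those two conditions met; inactive means mean below 50% and too few replicates reaching it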;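 further: 0% = median of the neutral control wells and 100% = twice that signal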
Numbers without * were called inactive; i = inactive; ? = inconclusive; . = no result given. Some of the compounds tested, so the mix of outcomes need not match the whole.

SMILES	HSF1 inhib	HSP90 refold inh	GSK3A inh	AI-2 QS mod	IEC-6 cytotox	GSK3B inh	aSyn UTR inh	PolyA inhibitor	KLF5 inh	HSF-1 act
Cc1ccc(S(=O)(=O)N2CCCCC2)cc1NC(=O)CSCC(=O)O	-2	-5	-2	-5	-5	-1	1	i	18	6
CCOC(=O)C1=NN(N=O)C2(CC(=O)N(c3cc(C)cc(C)c3)C2=O)C1 (stereo unspecified)	0	4	1	15	-2	-7	-22	i	-22	-4
C#CC(C)(CC)NC(=O)c1cc(OC)c(OC)c(OC)c1 (stereo unspecified)	-8	0	-2	14	-1	-1	10	i	-33	-2
Cc1nc2ccc(NC(=O)c3cnc(Cl)c(Cl)c3)cc2s1	2	2	0	10	4	-1	-47	i	-62	30
COc1cccc(NC(=O)CC(=O)c2ccc([N+](=O)[O-])cc2)c1	-6	1	-2	-4	5	-15	-115	i	-28	12
Cc1nn(CC(=O)c2ccc(Cl)cc2Cl)c(C)[n+]1N	3	-2	1	2	2	5	-15	i	10	34
COc1cc(NC(C)=O)c2ncccc2c1[N+](=O)[O-]	-1	-1	-1	12	-9	0	3	i	-3	3
O=C(NC(=S)NNC(=O)c1cnccn1)c1ccc(Cl)cc1	-4	-6	6	34	2	2	?	i	-17	9
CCN=C1S/C(=C\c2cn(C(C)=O)nc2-c2ccccc2)C(=O)N1CC	-1	-2	-1	4	-3	-1	26	i	3	-9
Cc1ccc(C(=O)OCC(=O)N(C)c2ccccc2)cc1C	-7	0	-1	4	6	1	-18	i	-14	3
CCOc1ccc(S(=O)(=O)NCc2ccccn2)cc1NC(=O)c1ccccc1	-4	.	-2	14	.	0	37	i	.	13
CNC(=O)c1ccccc1S(=O)(=O)c1ccccc1C#N	2	-3	-3	9	2	1	5	i	-10	-4
OC(COCc1ccccc1)CN1CCN(c2ccccc2)CC1 (stereo unspecified)	6	4	4	3	0	-1	7	i	-7	3
O=C(CNC(=O)c1ccc(S(=O)(=O)N2CCCC2)cc1)N/N=C/c1c(Cl)cccc1Cl	.	-5	1	24	4	1	11	i	9	.
CN(C(=O)CN1C(=O)NC(C)(CCc2ccccc2)C1=O)c1ccccc1 (stereo unspecified)	0	.	0	23	.	4	5	i	.	6
COCC(=O)Nc1nc2ccccc2s1	4	-2	0	29	2	-5	-53	i	-70	-2
COc1ccc(/C([O-])=C(/C(=S)Nc2ccc(C)c(C)c2)n2c[n+](C)c3ccccc32)cc1OC	.	0	3	5	-2	-1	-11	i	-7	.
COC(=O)c1cccc(NC(=O)c2cnn(C)c2)c1	-1	.	-2	7	.	2	-13	i	.	-6
O=C(NCCc1ccccc1)c1ccc(=O)[nH]c1	-2	-2	2	-7	1	-7	-19	i	-4	-8
Cc1ccc(SCCNC(=O)c2ccc(C)c(S(=O)(=O)Nc3ccccc3C)c2)cc1	12	1	-3	24	-6	-2	37	i	-14	28
O=C(NCc1ccccc1)C1C2C=CC3(CN(Cc4cccnc4)C(=O)C13)O2 (stereo unspecified)	-3	1	-3	32	-7	-2	1	i	-35	9
CCOC(=O)c1ccc(N2CCOCC2)c(NS(=O)(=O)c2ccc(F)cc2)c1	1	1	-1	3	-2	-2	-8	i	-28	0
CC(=O)n1c2ccccc2c2nc(NC(C)C)sc21	-4	1	5	17	7	3	10	i	-40	-14
CCCCn1c(N)c(N(CCOC)C(=O)c2ccc3c(c2)C(=O)N(c2ccccc2C)C3=O)c(=O)[nH]c1=O	-5	.	0	28	.	-1	3	i	.	6
CN1/C(=C\C(=O)Nc2ccc(Cl)cc2)C(C)(C)c2ccccc21	-17	2	-1	6	-2	2	-7	i	-42	-32
CC1Sc2ccc(S(=O)(=O)CCC(=O)N3CCCC3)cc2NC1=O (stereo unspecified)	-8	1	0	.	12	-8	4	i	-9	-18
C1CCN(CCCNC2C3CC4CC(C3)CC2C4)C1 (stereo unspecified)	-5	-1	-1	23	6	0	12	i	-13	20
COc1ccc(N2CCN(S(=O)(=O)c3cc4c(cc3C)NC(=O)CO4)CC2)cc1	-9	0	1	18	-1	0	7	i	3	2
COc1cccc(-c2ccc(SCC(=O)N3CCc4ccccc43)nn2)c1	-1	-1	-2	23	-4	-1	-22	i	-22	22
COc1ccccc1Nc1nc(N)nc(CSC(=S)N2CCOCC2)n1	7	-4	-1	7	3	1	-24	i	-37	18
Cc1ccc(NC(=O)c2cccnc2)cc1C	7	-6	2	10	-6	-4	-104	i	-77	16
O=C1CN(C(=O)NCC(=O)N[C@H](C(=O)O)c2ccccc2)c2ccccc2N1	-7	0	-4	-19	0	3	3	i	2	-3
O=C(Nc1nc(-c2ccc3c(c2)OCO3)cs1)C1CC1	27	-5	-25	23	6	0	-184	.	-114	44
Cc1ccc(Nc2nc(-c3sc(NC(=O)c4ccc([N+](=O)[O-])cc4)nc3C)cs2)cc1	-14	81*	-1	15	1	-4	-25	i	-99	-18
Cc1ccc(OC(=O)c2ccccc2C(=O)OCC(F)(F)C(F)F)cc1	8	0	0	0	-1	-3	19	i	-16	3
CCOC(=O)Cn1c(=N)n(CCOc2cccc(C)c2)c2ccccc21	.	-1	6	.	-5	.	.	.	-28	.
CCOC(=O)/C(=N\Nc1ccc(Br)cc1)N1CC(C)OC(C)C1 (stereo unspecified)	-1	-6	-2	14	-2	0	14	i	25	-17
Nc1nc(SCn2nnc3ccccc3c2=O)n[nH]1	2	5	1	17	0	-1	2	i	-41	-3
Cc1cccc(OC(=O)CCN2C(=O)C3C4C=CC(C5CC45)C3C2=O)c1C (stereo unspecified)	-4	1	-2	0	4	0	11	i	-2	10
C=CC(=O)NCCCc1cc(C(C)(C)C)c(O)c(C(C)(C)C)c1	-8	-4	-4	6	-7	3	22	i	-25	-11
CCOC(=O)N1CCN(c2ncnc3c2oc2nc(C(C)C)c4c(c23)CCC4)CC1	-3	1	0	7	8	6	12	.	-13	1
Cc1ccc(NS(=O)(=O)c2ccc(OCC(=O)NCc3ccncc3)cc2)cc1	-15	-1	1	27	-2	1	54	i	-13	3
Cc1nc(N)sc1C(=O)N1N=N1	3	2	-1	16	-7	1	10	i	0	2
Cc1ccc(-n2nc(C)c(C(=O)O)n2)c(C)c1	-4	4	-3	1	8	3	-12	i	0	-4
COc1ccc(Cl)cc1NC(=O)c1nnn(CC(=O)Nc2ccc3c(c2)OCO3)c1N	0	-4	-2	10	-2	-1	1	i	-26	3
O=C(CCc1nnc(CCC2CCCCC2)o1)NCCc1cccnc1	-2	-2	0	13	-2	0	8	i	-23	6
COc1cccc(NC(=O)COC(=O)Cc2ccccc2[N+](=O)[O-])c1	-4	2	1	13	-6	0	9	i	-2	-4
Cc1ccc(C)c(S(=O)(=O)N2CCC3(CC2)OCCO3)c1	-4	-3	-1	15	-7	0	-5	i	-25	-6
CCCCCCOC(=O)C1=C(C)NC(=O)NC1c1ccc(O)cc1 (stereo unspecified)	1	0	5	30	-4	3	9	i	-49	19
COc1cc(C(=O)NCC(=O)N/N=C(C)\C=C\c2ccccc2)cc(OC)c1OC	-2	5	-1	25	2	2	46	i	-10	-5
Cc1ccc(C2=[N+]([O-])C3(CCCCC/C3=N\O)N(O)C2(C)C)o1 (stereo unspecified)	1	0	0	14	-4	1	24	i	-3	8
COc1ccc(C(=O)Nc2ccccc2-c2nnn(CC(=O)Nc3ccc4c(c3)OCCO4)n2)cc1	1	-3	9	24	-4	0	30	i	-42	7
Cc1cccc(OCC(=O)Nc2nnc(-c3ccco3)s2)c1	5	-4	3	12	-3	-1	-24	i	21	1
CCC(CC)C(=O)Nc1cc(=O)n(C)c(=O)n1C	-1	-1	0	18	-1	4	-1	i	-34	-4
O=C(Cc1c(O)c2ccccc2[nH]c1=O)NCc1cccc(F)c1	-2	1	-3	29	-2	-2	-5	i	5	5
NC(=O)Nc1ccc(C(=O)OCC(=O)Nc2cccc(S(=O)(=O)NC3=NCCCCC3)c2)cc1	-7	6	-2	12	2	1	-4	i	-14	10
Cn1c(-n2c(-c3ccco3)nc3ccccc3c2=O)nc2ccccc21	17	1	0	19	-1	4	-35	i	-18	36
COCCCN1C(=O)c2ccc(C(=O)Nc3ccccc3Cl)cc2C1=O	-6	0	-2	13	-2	1	12	i	-46	4
O=C(CSc1nc2ccc(Nc3nc(N4CCOCC4)nc(N4CCOCC4)n3)cc2s1)N1CCOCC1	-3	-2	1	1	-2	0	13	i	-6	-16
CCOC(=O)N1CCC(N2CCN(c3cc(C)ccc3C)CC2)CC1	-3	0	-1	2	0	2	-5	i	-5	19
Further compounds follow:
SMILES	HSF1 inhib	HSP90 refold inh	GSK3A inh	AI-2 QS mod	IEC-6 cytotox	GSK3B inh	aSyn UTR inh	PolyA inhibitor	KLF5 inh	HSF-1 act
Cc1nc(-c2ccccc2)sc1-c1nnc(C2CC2)o1	.	1	-1	23	4	1	.	i	-71	.
Cc1ccc(C)c(N2CCN(CC(=O)Nc3ccc4[nH]c(=O)[nH]c4c3)CC2)c1	-6	-3	0	25	-2	1	5	i	-27	5
CC(=O)c1ccc(N2CCN(C(=O)c3ccc4c(=O)n(-c5ccccc5)c(=O)[nH]c4c3)CC2)cc1	7	0	-3	14	-3	-3	-20	i	-6	7
CCC1OC23CCCCC2C(C#N)(C(=N)O3)C1(C#N)C#N (stereo unspecified)	-16	-4	4	18	0	0	-9	i	-20	-14
CCn1c2ccccc2c2cc(NC(=O)COC(=O)c3ccccc3O)ccc21	7	0	-2	23	8	1	8	i	-15	14
COc1ccc(S(=O)(=O)N2CCOC2CNC(=O)C(=O)NCc2ccco2)cc1C (stereo unspecified)	-3	-1	4	7	-2	3	-2	i	-17	-4
C=CCn1c(SCc2nc3ccccc3[nH]2)nnc1-c1ccccn1	7	-2	-4	23	4	1	21	i	0	3
CS(=O)(=O)N1CCCC(C(=O)Nc2c(F)cccc2F)C1 (stereo unspecified)	-7	-2	-1	31	-6	-1	1	i	-1	-23
COc1ccc(C2SCC(=O)N2c2ccc(OC)cc2)cc1 (stereo unspecified)	2	-1	1	26	-8	-1	-2	i	-17	-4
O=C(CSc1nnc2ccccn12)N1CCOCC1	1	-2	-2	9	0	-4	-12	i	-48	-1
CCN(CCO)Cc1csc2ccccc12	-1	-1	-2	3	5	-1	-3	i	1	7
CC(C)CCNC1=CC(=O)CC(c2ccccc2)C1 (stereo unspecified)	3	-2	7	12	-2	0	19	i	-11	-3

Two entries drawn at random from those above, as already listed:
SMILES	HSF1 inhib	HSP90 refold inh	GSK3A inh	AI-2 QS mod	IEC-6 cytotox	GSK3B inh	aSyn UTR inh	PolyA inhibitor	KLF5 inh	HSF-1 act
C=CCn1c(SCc2nc3ccccc3[nH]2)nnc1-c1ccccn1	7	-2	-4	23	4	1	21	i	0	3
CCN(CCO)Cc1csc2ccccc12	-1	-1	-2	3	5	-1	-3	i	1	7
